Source: PubChem (several laboratories)
PfM18AAP inh – PfM18AAP enzyme inhibition; recombinant PfM18AAP, H-Glu-NHMec fluorogenic cleavage; inhibition, % at 7.35 µM; 1.2% of 290,000 active;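 active = inhibition above the campaign mean inhibition over all tested compounds plus 3 SD, cut at about 28% in these data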;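 note: 0% = plate median of test compound wells and 100% = 2 mM ZnCl2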
OXTR agonist – activates the human oxytocin receptor. activation, % at 3 µM. AID 2435. CHO-OTR cells, Fluo-8 calcium fluorescence; normalized: DMSO 0%, oxytocin 100%. 0.32% of 320,000 active. P30559;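 active = activation above the mean of all tested compounds plus 3 SD, cutoff set per screening run, cut at about 20% in these data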;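 note: peak over basal fluorescence ratio from a 100 s FLIPR kinetic read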
Target sequence (P30559 whole entry, looked up): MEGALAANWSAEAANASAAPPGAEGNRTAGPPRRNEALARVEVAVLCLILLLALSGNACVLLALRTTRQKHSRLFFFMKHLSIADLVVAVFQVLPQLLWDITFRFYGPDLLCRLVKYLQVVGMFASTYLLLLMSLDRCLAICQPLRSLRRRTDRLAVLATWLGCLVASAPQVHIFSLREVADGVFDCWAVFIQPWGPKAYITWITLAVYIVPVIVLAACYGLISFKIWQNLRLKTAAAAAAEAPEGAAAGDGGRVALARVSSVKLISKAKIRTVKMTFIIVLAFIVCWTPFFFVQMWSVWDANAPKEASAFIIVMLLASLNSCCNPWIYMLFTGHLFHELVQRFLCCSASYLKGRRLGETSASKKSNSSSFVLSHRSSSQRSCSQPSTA
GPR7 antag – human neuropeptides B/W receptor 1 antagonism. inhibition, % at 4.4 µM. GPR7-expressing cells, fluorescence antagonist assay. AID 1861. P48145. 1.1% of 290,000 active; in the data active = inhibition above about 16%, passing the limit was not always enough;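 note: cells stimulated with the agonist NPW; 0% = agonist with vehicle and 100% = vehicle without agonist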
MEKK2 WT-MEK5 – raises or lowers MEK5 binding to wildtype human MEKK2 PB1 domain; bead flow cytometry, Alexa488-MEK5 binding to MEKK2 WT; actives lie on both sides; Q9Y2U5; binding response (% of control), % at 10 µM; AID 1531; 1.1% of 290,000 active; in the data active = binding response below about 67% or above about 130%
GalR3 antag – blocks the human galanin receptor 3. 0.44% of 360,000 active. inhibition, % at 3 µM. HEK293 GalR3-CNG cAMP membrane potential fluorescence; galR3 body fused to GalR1 C-terminus. O60755;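 active = inhibition above the screen-wide average plus 3 SD, cut at about 13% in these data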;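 note: forskolin and galanin both at EC90 stimulate the cells; cAMP rise reported by CNG channel membrane potential dye signal; 0% = forskolin plus galanin with DMSO and 100% = forskolin alone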
OXTR potentiate – potentiators of human oxytocin receptor; P30559; 0.061% of 320,000 active; activation, % at 3 µM; CHO-OTR cells, Fluo-8 calcium fluorescence, potentiator mode; 0% = oxytocin EC15, 100% = EC100;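 active = activation above that plate's cutoff, the mean activation of tested compounds plus 3 SD, cut at about 6.6% in these data, passing the limit was not always enough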;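 note: 100% uses oxytocin at 75 nM as the full agonist control; some results filed as inactive read as strong as hits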
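assay system = CHO-OTR cells, human receptor | schedule = compound 6 min at room temperature before oxytocin, 100 s read | detection = Fluo-8 intracellular calcium fluorescence, ex 470-495, em 515-575 nm | evaluation = normalized max/min fluorescence ratio, % activation | control set = EC15 oxytocin alone as 0%, 75 nM oxytocin (EC100) as 100%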
MEKK2 mut-MEK5 – signal of MEK5 binding to mutant human MEKK2 PB1 domain. bead flow cytometry, Alexa488-MEK5 binding to MEKK2 mutant. percent response, % at 10 µM. 0.35% of 290,000 active. AID 1530; in the data active = percent response above about 24%, passing the limit was not always enough; note: inactives centre near 1; some results filed as inactive read as strong as hits
V1aR counter – V1a receptor agonism, counter-screen for OXTR agonists. 0.25% of 320,000 active. activation, % at 3 µM. AID 2797. P37288. CHO-V1R cells, Fluo-8 calcium fluorescence, agonist mode; 0% DMSO, 100% 3 nM vasopressin;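 active = activation above the mean activation of all tested compounds plus 3 SD, per screening run, cut at about 20% in these data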;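 note: signal is peak over basal fluorescence ratio across a 100 second FLIPR read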
Target sequence (P37288 whole entry, looked up): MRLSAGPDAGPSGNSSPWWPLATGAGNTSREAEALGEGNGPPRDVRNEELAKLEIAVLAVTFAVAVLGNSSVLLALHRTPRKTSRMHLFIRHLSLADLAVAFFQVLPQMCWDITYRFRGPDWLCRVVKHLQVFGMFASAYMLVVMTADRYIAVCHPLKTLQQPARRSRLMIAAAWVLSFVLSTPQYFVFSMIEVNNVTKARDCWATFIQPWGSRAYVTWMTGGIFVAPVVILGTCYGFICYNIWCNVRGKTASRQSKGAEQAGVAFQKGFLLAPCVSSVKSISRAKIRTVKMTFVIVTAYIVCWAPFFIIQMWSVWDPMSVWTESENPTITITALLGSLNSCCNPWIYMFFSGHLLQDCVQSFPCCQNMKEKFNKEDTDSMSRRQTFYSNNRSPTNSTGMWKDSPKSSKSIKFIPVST
NALP1 inh – inhibitors of NALP1 inflammasome in yeast | S. cerevisiae NALP1/ASC/caspase-1 growth, X-gal OD620, 72 h | inhibition, % at 10 µM | 0.61% of 280,000 active; in the data active = inhibition mostly above about 24%, no sharp cut-off; inactive = mostly below about 32%; note: some compounds called inactive have numbers as strong as hits
The depositor's hits bear a star; nt = not tested or not shown.

SMILES	PfM18AAP inh	OXTR agonist	GPR7 antag	MEKK2 WT-MEK5	GalR3 antag	OXTR potentiate	MEKK2 mut-MEK5	V1aR counter	NALP1 inh
CCOC(=O)c1[nH]c2ccccc2c1CCCN1C(=O)c2ccccc2C1=O	0	-1.0	8	105	0	-6	2	0.3	-8
CCCc1cc(=O)n2[nH]c(-c3ccc(Cl)cc3)cc2n1	-1	-0.6	-9	113	-6	0	5	0.6	nt
O=S(=O)(NCCC1=CCCCC1)c1cccc(Br)c1	nt	-2.1	nt	nt	-4	-11	nt	-0.3	nt
CN(C)Cc1c(C(=O)N/N=C/c2ccc(OCc3c(F)cccc3Cl)cc2)nnn1-c1nonc1N	9	-0.8	10	99	-10	-12	-3	0.1	20
COc1ccc(NC(=O)CN2CCCCC2)cc1S(=O)(=O)N1CCCCC1	nt	2.2	nt	nt	-2	5	nt	-0.1	nt
CC(C)C[C@H](NC(=O)c1[nH]cnc1C(=O)N[C@@H](Cc1ccccc1)C(=O)OCc1ccccc1)C(=O)OCc1ccccc1	-2	2.0	-23	91	-1	-4	-10	2.0	2
CC(=O)c1ccc2noc(-c3ccccc3)c2c1	-13	-1.1	-4	100	-6	-16	-10	0.1	7
CCn1c(SCC(=O)Nc2nc(C)c(C)s2)nnc1-c1ccco1	-9	0.9	-14	103	-6	-3	3	0.6	-6
COc1cc(/C=C/c2nc(-c3ccccc3O)n[nH]2)cc(OC)c1OC	-1	0.5	22*	106	-2	-5	-2	3.1	16
Cc1cc(Cl)ccc1NNC(=O)c1snnc1C	21	1.5	-6	91	-5	-3	-15	1.3	2
Cc1nc2ccc(C(C(F)(F)F)(C(F)(F)F)C(F)(F)F)cc2[nH]1	-6	2.3	-6	96	-4	-14	0	3.7	40*
CCOC(=O)N1CCC(N2Cc3cccc(C(=O)NCC4CCN(CC(C)C)C4)c3C2=O)CC1 (configuration not stated)	2	-0.4	-2	106	nt	-3	3	-0.6	20
COc1cc(NC(=O)c2cc3c(Cl)nc4ccccc4c3s2)cc(OC)c1OC	-10	1.6	-4	112	5	0	-2	3.3	5
CCN(CC)CC(O)CN1c2ccccc2Sc2ccccc21 (configuration not stated)	5	4.2	5	114	-13	-2	6	4.6	23
C=CCn1c(=O)c2ccccc2n2c(=S)[nH]nc12	16	-0.5	-12	110	-12	-2	7	0.1	-15
Cc1ccc(Cn2ccc(NC(=O)c3noc4c3CCc3ccccc3-4)n2)cc1	-4	2.1	0	107	1	-13	3	0.5	40
CC(Oc1ccc(Cl)cc1Cl)c1ccnc(N)n1 (configuration not stated)	8	-1.0	-10	99	5	-2	-1	-0.9	-8
CCCCCn1ccc(=N)cc1	0	0.5	-2	91	9	-7	-6	1.6	-9
COC(=O)CSc1ccc2nnc(-c3ccc(F)cc3)n2n1	-3	-0.8	-11	105	-5	2	5	-0.1	18
Cc1ccc(C(=O)Nc2ccccc2)cc1S(=O)(=O)N1CCN(C)CC1	4	0.6	1	101	-11	0	5	0.9	20
Cc1cc(C)nc(NC(=S)Nc2cccc(Cl)c2Cl)c1	2	-1.4	-14	109	-4	-22	13	0.3	-7
O=C(NCc1ccccc1Cl)NC(=O)c1ccccc1	-3	-1.5	15	103	-2	-14	-3	5.9	-17
COn1c(=S)[nH]c2ccccc2c1=O	3	0.3	-3	94	-5	-1	-10	0.4	2
N#C/C(=C\c1ccc(Cl)cc1)c1nc(-c2ccco2)cs1	-8	-1.5	-5	98	-3	-4	0	1.4	35
Cc1ccc2c(CSc3nnnn3C)cc(=O)oc2c1	-10	0.5	-11	99	0	-4	2	0.3	19
O=C(NC1CCN(Cc2ccccc2Cl)CC1)c1ccccc1	-6	0.1	-4	101	-9	-10	3	0.4	6
Cc1noc(C)c1C(=O)Nc1cccc(S(=O)(=O)N2CCOCC2)c1	nt	0.8	nt	nt	-1	-3	nt	-0.2	nt
Cc1ccc(NC(=O)c2ccccc2F)nc1	-12	0.0	-9	72	-6	5	-15	0.1	-2
COc1ccccc1/C=C/C1(C(=O)NC2CCCC2)CC(=O)N1c1ccc(F)cc1 (configuration not stated)	-5	-2.4	-5	103	-8	-8	3	-0.9	-5
Cc1ccccc1-c1cc(C(=O)NCC2CC2)nn1CC1CC(c2cccc([N+](=O)[O-])c2)=NO1 (configuration not stated)	nt	-1.1	nt	nt	-7	-7	nt	-0.8	nt
O=C(CSc1nc2scc(-c3ccco3)c2c(=O)n1-c1ccccc1)N1CCOCC1	-2	0.1	-13	105	-8	-6	5	-0.9	14
Cc1ccc(C)c(N(C(=O)Cn2nnc3ccccc32)C(C(=O)NCc2ccco2)c2ccncc2)c1 (configuration not stated)	-7	-2.4	2	101	-5	-18	-1	-0.7	8
Cc1ccc(Cn2cnc3c(nnn3Cc3ccc(Cl)cc3)c2=O)cc1	8	0.5	-6	100	-5	-3	1	0.8	17
CCC(=O)Nc1cc(C(C)C)c(O)cc1C	0	-0.1	-7	101	0	-3	2	0.5	0
CN(Cc1ccccc1)C(=O)C1CCCN1S(=O)(=O)c1ccc(Cl)cc1 (configuration not stated)	nt	0.6	nt	nt	-4	6	nt	-0.6	nt
Cc1c([N+](=O)[O-])c(C(=O)N2CCCC2)nn1C	1	0.8	-7	101	-7	3	7	-0.1	-10
Cc1cc(CSCc2ccc(Cl)cc2)no1	-14	-1.3	3	105	-1	-11	-1	-1.3	21
COc1ccc(C(=O)N2CCN(Cc3cn[nH]c3-c3ccc(OC)cc3F)CC2)cc1	5	0.5	-7	106	-3	-12	6	1.6	0
O=C(CCCc1ccccc1)Nc1ccnn1C1CCN(Cc2ccccc2)CC1	-3	5.0	8	112	-7	-8	7	5.7	20
CN(c1ccccc1)S(=O)(=O)c1ccc(C(=O)NNC(=O)c2ccccc2F)cc1	nt	0.5	nt	nt	-6	-2	nt	1.4	nt
O=C(NC(=S)NC1CCSC1=O)c1ccccc1F (configuration not stated)	9	-0.6	-1	105	-11	-1	3	0.2	15
CCCN(CC(=O)Nc1ccccc1OC)C(=O)Cc1ccccc1F	-5	0.8	-7	96	-9	2	0	0.9	-5
COc1ccc(N2CCN(C(=S)Nc3ccc(S(N)(=O)=O)cc3)CC2)cc1	47*	-0.5	-4	-9.0*	1	-14	4	0.6	-15
COc1ccccc1Nc1nc(N)nc(CN2CCC(C)CC2)n1	-5	-0.9	-11	99	-2	-7	-1	0.1	-8
CCOc1ccccc1NC(=O)CN(c1ccc(C)cc1)S(=O)(=O)c1c(C)n[nH]c1C	-2	-1.1	-4	101	-3	-20	0	1.1	2
Cc1ccc2nc(-c3ccccc3C)oc(=O)c2c1	9	-0.8	-12	99	-2	7	1	0.7	5
CC(=O)Nc1cc2c(nc1C)nc(C)n2Cc1ccc(Br)cc1	4	0.3	-9	nt	-3	-2	nt	0.8	13
COc1cccc(OC)c1NC(=O)C1CCCN1C(=O)Nc1ccccc1F (configuration not stated)	-2	nt	-6	96	-8	nt	0	nt	8
COc1ccc(-c2nc3cnccn3c2Nc2ccc(C)cc2)cc1	-10	-1.6	2	111	nt	1	12	-1.3	46
COc1ccc(S(=O)(=O)N2CCN(C(=O)c3c(-c4ccccc4)noc3C)CC2)cc1	4	0.8	-8	104	4	-11	11	0.8	2
COCc1nc2ccccc2n1Cc1cccc(C)c1	-2	-0.3	6	100	-3	-4	2	-0.4	17
Cc1cc2ccccn2c1C(=O)c1cccc(S(=O)(=O)N2CCOCC2)c1	0	8.6	-8	96	5	-12	-6	11	20
CCN(CC)S(=O)(=O)c1ccc(S(=O)(=O)N(CC(=O)Nc2ccccc2)CC2CCCO2)cc1 (configuration not stated)	-3	0.2	-2	97	-4	-5	0	-0.3	nt
O=C(O)c1nc(N2CCCCC2)ncc1Cl	0	0.0	-2	97	-3	-8	2	0.5	nt
Cc1csc(NC(=O)c2ccc(-c3ccc(Cl)cc3Cl)o2)n1	-1	-0.9	-2	102	-5	-3	-2	-0.8	27
CC(C)CC1Nc2ccc(C(=O)NCc3ccc4c(c3)OCO4)cc2NC1=O (configuration not stated)	29*	3.1	-3	99	nt	-5	-2	3.9	-5
COCCN1C(=O)C(=O)/C(=C(/O)c2ccc3c(c2)OCCO3)C1c1ccc(C(=O)OC)cc1 (configuration not stated)	5	-0.3	-9	102	-3	-8	-6	-0.3	-12
Nc1ccccc1C(=O)NCc1ccc(F)cc1	-1	-0.3	3	90	-7	-2	-7	1.0	-42
CSCCC(NC(=O)c1ccccc1Br)C(=O)NCC1CCCCC1 (configuration not stated)	2	-1.9	-4	101	-4	-8	-1	-0.8	-3
Cc1ccc2nc(-c3cccs3)oc(=O)c2c1	4	-1.2	-8	95	-5	-14	-4	-0.1	0
Remaining list, next part
SMILES	PfM18AAP inh	OXTR agonist	GPR7 antag	MEKK2 WT-MEK5	GalR3 antag	OXTR potentiate	MEKK2 mut-MEK5	V1aR counter	NALP1 inh
COc1ccc(NC(=O)c2cc3ccccc3o2)cn1	-11	-1.1	3	107	-2	-5	4	-1.1	6
Cc1cc(C(=O)NC(C)c2ccc3c(c2)OCO3)cs1 (configuration not stated)	-2	-0.8	-6	98	-7	-7	1	0.0	nt
O=C(NC(=S)Nc1ccccc1O)c1ccc(Cl)cc1Cl	6	-0.1	-1	95	-2	-23	-1	0.6	-12
CCN(CC)S(=O)(=O)c1cc([N+](=O)[O-])ccc1NNC(=O)Nc1ccc(F)cc1	37*	16	-11	102	-5	-10	-1	7.8	-5
Cc1cc(Cl)ccc1OCC(=O)OCC(=O)N(CC(C)C)c1c(N)n(Cc2ccccc2)c(=O)[nH]c1=O	nt	-0.4	nt	nt	-3	-12	nt	2.1	nt
COc1cccc(CN2CCNC(=O)C2CC(=O)N(C)CCC2CCOCC2)c1 (configuration not stated)	8	0.1	-11	103	-10	-1	1	-0.2	2
CCCCCCc1cc2cc(C(=O)Nc3ccccc3OC)c(=O)oc2cc1O	-5	-1.0	0	95	6	-4	-3	0.6	-43
CCOc1ccc(/C=N/NC(=O)CN2CCCCCCC2)cc1	-6	5.2	9	103	1	-11	5	1.5	1
O=C(Nc1cccc([N+](=O)[O-])c1)c1ccc2nsnc2c1	5	0.6	-5	105	-4	-9	8	6.0	-4
C=CC[C@H](CC(=O)N(CCO)Cc1ccccc1)C(=O)N[C@H](C)COC(=O)[C@@H](CC=C)CC(=O)OC(C)(C)C	nt	-2.1	nt	nt	-2	-2	nt	0.1	nt
COc1ccc(C(=O)NCc2nnc(SCC(=O)NO)n2Cc2ccccc2)cc1	-7	1.9	3	99	-7	-2	1	0.1	-2

Single records, as listed above:
C=CC[C@H](CC(=O)N(CCO)Cc1ccccc1)C(=O)N[C@H](C)COC(=O)[C@@H](CC=C)CC(=O)OC(C)(C)C across the screens: PfM18AAP inh = nt; OXTR agonist = -2.1; GPR7 antag = nt; MEKK2 WT-MEK5 = nt; GalR3 antag = -2; OXTR potentiate = -2; MEKK2 mut-MEK5 = nt; V1aR counter = 0.1; NALP1 inh = nt
COc1cccc(OC)c1NC(=O)C1CCCN1C(=O)Nc1ccccc1F (configuration not stated) across the screens: PfM18AAP inh = -2; OXTR agonist = nt; GPR7 antag = -6; MEKK2 WT-MEK5 = 96; GalR3 antag = -8; OXTR potentiate = nt; MEKK2 mut-MEK5 = 0; V1aR counter = nt; NALP1 inh = 8
